SW480 rereplic: A quantitative high throughput screen for small molecules that induce DNA re-replication in SW480 colon adenocarcinoma cells; SW480 DNA re-replication, Hoechst DNA content imaging, 48 h; Potency, µM (doses to about 46.1 µM), inactives show top-dose re-replication activation, hits mostly activators; hit rate 1.8% among 340,000; also: potency is read from the fitted curve at half-maximal effect; % of control where 0% means no effect; nearly all actives have a fitted effect of over 55% in size
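First, 250 cells per well were seeded. Next, compound or vehicle (23 nL) was pinned in, plates sat 48 hr at 37 C. Finally Hoechst was added for 40 min before fluorescence scanning.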
HT1080NT lethal: qHTS for induction of synthetic lethality in tumor cells producing 2HG: qHTS for the HT-1080-NT fibrosarcoma cell line | hit rate 1.6% among 360,000 | Potency, µM (top dose mostly 46.1 µM), inactives show at the top dose activity, negative = less viability, most hits filed as cytotoxic | HT-1080-NT fibrosarcoma viability, CellTiter-Glo ATP luminescence, 48 h;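 also: NT is the 2HG producing partner of a matched IDH1 knockdown line; potency is read from the fitted curve at half-maximal effect; 0% = DMSO-treated cells and -100% = media-only wells without cells; nearly all actives have a fitted effect of over 55% in size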
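750 cells/well, RPMI + 5% FBS; 2 h settle, compound pin-transfer, 48 h at 37 degrees C. CellTiter-Glo 10 min RT, luminescence. Normalized to DMSO and media-only wells.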
IL1B secr inh: qHTS for Inhibitors of Inflammasome Signaling: IL-1-beta AlphaLISA Primary Screen; THP-1 LPS/ATP IL-1B secretion, AlphaLISA, 16 h; active compounds read low; activity change, % at 57.5 µM; hit rate 4.7% among 360,000; AID 743279, 2014; in the data active = activity change below about -50%; inconclusive = mostly about -30% to -49%; also: % is scaled to controls: 0 for no effect and ±100 for the full control effect
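THP-1 cells pretreated 1 hr with compounds (up to 57.5 uM final), then stimulated with LPS (250 ng/mL final) plus ATP (1.25 mM final); secreted IL-1B measured by AlphaLISA after 16 hr, decreased signal indicating inhibition.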
GLP1R cytotox: qHTS of GLP-1 Receptor Inverse Agonists: Cytotox Screen; hit rate 0.13% among 410,000; AID 624418, 2012; Potency, µM (doses to about 38.3 µM), without a hit: at the highest dose activity change, negative = inhibition, most hits filed as inhibitors; HEK293 cAMP-luciferase reporter cells, luminescence, 24 h;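 also: loss of luciferase light is scored as toxicity; potency is read from the fitted curve at half-maximal effect; % is scaled to controls: 0 for no effect and ±100 for the full control effect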
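Quantitative HTS format, 1536 wells, 200 cells/uL seeded. Compounds: 23 nL, 24 h, 37 °C. Detection: luciferase reagent, luminescence at 12 min RT; decreased signal taken as cytotoxic.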
KB-V1 MDR tox: qHTS assay for MDR1-selective chemotherapeutics: Primary screen using the drug-selected MDR subline cells KB-V1 | AID 1347076, 2019 | KB-V1 MDR cells viability, CellTiter-Glo, 72 h | hit rate 3.4% among 400,000 | Potency, µM (series often up to 46.1 µM), for inactives: at the top dose activity change, negative = cytotoxicity, hits mostly cytotoxic; also: potency is read from the fitted curve at half-maximal effect; % is scaled to controls: 0 for no effect and ±100 for the full control effect; nearly all actives have a fitted effect of over 60% in size
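KB-V1, DMEM (no phenol red) + 10% FBS; cpd pin-transferred, titration series; 72 h, 37 degrees C; CellTiter-Glo, luminescence. Data normalized, curve-fit.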
KB-3-1 tox: qHTS assay for MDR1-selective chemotherapeutics: Primary screen using the parental adenocarcinoma cell KB-3-1. KB-3-1 viability, CellTiter-Glo ATP luminescence, 72 h. Potency, µM (top dose mostly 46.1 µM), for the others: at the highest dose activity change, negative = cytotoxic, most hits filed as cytotoxic. hit rate 1.4% among 400,000; also: potency is read from the fitted curve at half-maximal effect; % is scaled to controls: 0 for no effect and ±100 for the full control effect; nearly all actives have a fitted effect of over 60% in size
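Parental KB-3-1 adenocarcinoma cells in phenol-red-free DMEM with 10% FBS were pin-treated with compounds at several concentrations, incubated 72 h at 37 °C, and viability read by CellTiter-Glo luminescence; concentration-effect curves were fitted after normalization.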
HT1080 IDH1KD tx: qHTS for induction of synthetic lethality in tumor cells producing 2HG: qHTS for the HT-1080-IDH1KD cell line; HT-1080 IDH1 knockdown viability, ATP luminescence, 48 h; hit rate 2% among 360,000; Potency, µM (doses to about 46.1 µM), inactives show at the highest dose activity, negative = toxicity, usual class: cytotoxic;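 also: potency is read from the fitted curve at half-maximal effect; 0% = DMSO wells and -100% = cell-free medium wells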
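After a 2 h attachment period, IDH1KD HT-1080 cells took pin-transferred compound for 48 h at 37 °C; ATP-based luminescence after 10 min room-temperature reagent incubation reported viability.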
DRD3 agonist: qHTS of D3 Dopamine Receptor Agonist: qHTS | hit rate 0.58% among 410,000 | max activation, % | AID 652048, 2013 | D(3) dopamine receptor (Homo sapiens), P35462 | D3R DiscoveRx beta-arrestin cells, luminescence, 90 min; in the data active = max activation above about 30%; also: 0% is about no effect; mostly tested at two doses, the higher about 12 µM
Target sequence (P35462 whole entry, looked up): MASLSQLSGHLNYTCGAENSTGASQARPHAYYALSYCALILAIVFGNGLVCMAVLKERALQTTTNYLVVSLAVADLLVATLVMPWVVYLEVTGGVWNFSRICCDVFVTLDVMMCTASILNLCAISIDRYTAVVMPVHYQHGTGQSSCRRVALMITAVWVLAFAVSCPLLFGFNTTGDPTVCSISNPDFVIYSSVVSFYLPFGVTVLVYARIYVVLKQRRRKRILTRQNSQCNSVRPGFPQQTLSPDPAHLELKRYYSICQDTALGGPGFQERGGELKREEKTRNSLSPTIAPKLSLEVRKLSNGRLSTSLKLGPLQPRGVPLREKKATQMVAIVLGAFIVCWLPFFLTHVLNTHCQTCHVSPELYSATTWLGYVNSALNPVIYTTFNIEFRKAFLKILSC
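Agonist-mode cell screen: cells plated at 1500/well and incubated overnight at 37 °C, then exposed to library compounds for 90 min at 37 °C. Detection reagent was added for 30–60 min at room temperature, and luminescence was read.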
MCF10A rerep: A quantitative high throughput screen for small molecules that induce DNA re-replication in MCF 10a normal breast cells | AID 624296, 2012 | hit rate 2.9% among 350,000 | MCF 10A DNA re-replication, Hoechst nuclear intensity, 48 h | Potency, µM (titrated, usually from 46.1 µM), without a hit: top-dose activity, positive = re-replication, actives largely listed as activators; also: potency is read from the fitted curve at half-maximal effect; % of control where 0% means no effect; nearly all actives have a fitted effect of over 50% in size
Starred values were filed as active, the others as inactive; ? = inconclusive; . = not tested or not shown; [ ] = dose if it differs, or a comment. Unless noted, calls follow the shape of the dose curve; as a rule, active = well fitted curve in the direction sought with a large enough effect; inconclusive = small, poorly fitted or top-dose-only effect, or another doubt; inactive = no such curve, though single readings can be large; an effect the other way counts as inactive or inconclusive. Outcome played no part in choosing rows, and some 11% of all compounds hit somewhere here.

SMILES | SW480 rereplic | HT1080NT lethal | IL1B secr inh | GLP1R cytotox | KB-V1 MDR tox | KB-3-1 tox | HT1080 IDH1KD tx | DRD3 agonist | MCF10A rerep
N#C/C(=C\c1cccc([N+](=O)[O-])c1)C(=O)NCc1ccc(Cl)cc1 | ? | ? | -108* | 5% | ? | 0% | ? | -3 | ?
Cc1cccc(C(=O)NNC(=O)c2c(-c3ccccc3Cl)noc2C)c1O | ? | -15% | -4 | -13% | ? | ? | -8% | 9 | -2%
Cc1cc(C)nc(NS(=O)(=O)c2ccc(NC(=O)c3cccc(N4C(=O)CCC4=O)c3)cc2)n1 | . | 23µM* | 0 | 28% | -7% | 0% | -2% | -8 | 7%
Cc1ccc(C(=O)C2=C(O)C(=O)N(c3ncccn3)C2c2ccc(Br)cc2)o1 (stereo not drawn) | -21% | 12% | 4 | -1% | 25% | -5% | 16% | -6 | 0%
COc1cccc(/C=N/n2c(C)nc3ccccc3c2=O)c1O | ? | -13% | -15 | -25% | -2% | -7% | -8% | 3 | ?
Cc1ccc(C)c(N2CCN(C(=O)c3cc(S(=O)(=O)N4CCC(C)CC4)cn3C)CC2)c1 | . | . | . | -3% | ? | ? | . | 2 | .
COC(=O)c1ccc(OCC(O)CN2C(=O)NC(C)(C)C2=O)cc1 (stereo not drawn) | -7% | -9% | -13 | 0% | 0% | 5% | -10% | 3 | -6%
CC(=O)Nc1cc(-c2ccc(N3CCN(C)CC3)cc2)cn2c(-c3ccc(F)cc3)cnc12 | . | ? | -92* | -19% | ? | ? | 23µM* | 0 | .
O=C(CN1CSCC1=O)N1CCN(S(=O)(=O)c2ccc(Cl)cc2)CC1 | -1% | 0% | 0 | 2% | ? | -16% | 10% | -15 | 1%
CCN(CC)c1ccc(C(=O)NN)cc1 | -6% | -19% | -52* | -8% | -10% | 9% | 2% | 1 | 0%
O=S1(=O)CCC(NC(=S)SCc2ccccc2Br)C1 (stereo not drawn) | ? | ? | -69* | -19% | -11% | -23% | ? | -2 | ?
N#CC1=C(N)Oc2cc(N)ccc2C1c1cccc(F)c1 (stereo not drawn) | 12µM* | 2.9µM* | -14 | -5% | ? | 5.2µM* | 2.3µM* | 6 | 13µM*
COc1ccc2nc(NC(=O)C3CCCN(S(=O)(=O)c4cccc5nsnc45)C3)sc2c1 (stereo not drawn) | ? | -12% | ? | -21% | -2% | 0% | -10% | -3 | ?
CCN(C[C@H]1N[C@@](CC)(C(=O)OC)[C@H]2C(=O)N(C)C(=O)[C@@H]12)S(=O)(=O)c1ccc(OC)cc1 | 0% | 17% | -2 | -9% | -14% | 3% | 11% | -10 | -28%
CN(C)C=NC(=O)c1cc(C(=O)c2ccccc2Cl)c[nH]1 | -3% | -2% | -16 | -8% | 7% | 0% | 1% | -15 | 38%
O=C(CN(c1ccc(F)cc1)S(=O)(=O)c1ccc2c(c1)OCCO2)Nc1cccnc1 | 3% | -4% | 9 | 16% | ? | 1% | -8% | -7 | -3%
COCCCN(C(=O)c1cccnc1SC)c1c(N)n(Cc2ccccc2)c(=O)[nH]c1=O | -4% | -6% | -7 | 3% | 30% | 2% | 3% | 1 | 0%
COc1ccc(Br)cc1C(=O)Nc1cccc(C)c1C | -1% | 2% | 18 | 18% | ? | -4% | 1% | 0 | -29%
Nc1nc2nn(-c3ccccc3)nc2c(=O)[nH]1 | -4% | 2% | 20 | -24% | 1% | 3% | 1% | -1 | 1%
CCOC(=O)C1CCCCN1Cc1ccccc1C(F)(F)F (stereo not drawn) | 3% | 17% | 18 | -3% | -14% | 0% | -2% | -5 | -4%
COc1ccc(CCn2c(C(C)C)nc3c(c(=O)c4ccccc4n3C)c2=O)cc1 | 3% | -7% | -3 | 2% | ? | ? | ? | 7 | 8%
C=CCOc1cccc(C2/C(=C(/O)c3ccc4c(c3)CC(C)O4)C(=O)C(=O)N2CCN2CCOCC2)c1 (stereo not drawn) | ? | -8% | 14 | -3% | -17% | 2% | 24% | -13 | 4%
C=CCn1c(SCC(=O)NCC2CCCO2)nnc1-c1ccncc1 (stereo not drawn) | 1% | -6% | 0 | 10% | 0% | -3% | -4% | -4 | -2%
S=c1[nH]nc(-c2ccncc2)n1/N=C/c1cn(-c2ccccc2)nc1-c1ccc(Cl)cc1 | -14% | 12% | . | 6% | -2% | 19% | -4% | -7 | ?
CC1CCCCN1CCCNc1ccc(C(CC(N)=O)NC(=O)c2ccccc2)cc1[N+](=O)[O-] (stereo not drawn) | -7% | 19% | 19 | -5% | -22% | 4% | 10% | -1 | -4%
O=C(NCCC1=CCCCC1)NC12CC3CC(CC(C3)C1)C2 | 0% | -11% | -7 | 16% | -15% | -11% | ? | -5 | ?
C[C@@H]1CN([C@@H](C)CO)C(=O)c2cc(NC(=O)Nc3ccc4c(c3)OCO4)ccc2O[C@H]1CN(C)S(=O)(=O)c1cn(C)cn1 | -4% | 19% | -12 | 9% | ? | 13% | 9% | 11 | -11%
CC(NC(=O)C(Cc1ccccc1)N1C(=O)C2C3CCC(C3)C2C1=O)c1ccccc1 (stereo not drawn) | 1% | 17% | -18 | 5% | 7.3µM* | -4% | 16% | -2 | -2%
Cc1sc2nc(SCC(=O)N3CCN(CCO)CC3)n(-c3ccccc3)c(=O)c2c1C | 0% | 0% | -14 | ? | 2% | -3% | 14%[9.24 µM] | 3 | 14%
C[C@@H]1CN([C@H](C)CO)C(=O)CCCn2nncc2CO[C@H]1CN(C)Cc1ccc2cccnc2c1 | . | 10% | -5 | 15% | 0% | 0% | 1% | -1 | .
CCOc1ccccc1N1CCN(C(=O)c2cccs2)CC1 | -4% | 4% | -11 | -8% | -6% | 6% | 6% | 8 | -17%
CC(C)CNS(=O)(=O)c1ccc(NC(=O)Cn2nc(-c3ccc(F)cc3)ccc2=O)cc1 | 11% | -14% | ? | 5%[1.53 µM] | -13% | 11% | -17% | -19 | 0%
CC1(NC(=O)N2CCOCC2)CCS(=O)(=O)C1 (stereo not drawn) | -1% | -6% | 7 | 0% | 3% | 1% | -1% | -3 | 12%
Cc1ccc(C(=O)N/N=C/C2=Cc3ccccc3OC2C)cc1 (stereo not drawn) | 0% | -21% | -20 | -10% | -22% | -1% | -16% | -2 | ?
CCOC(=O)N1CCC(NC(=O)C(NS(=O)(=O)c2ccc3c(c2)CCN3C(=O)CC)C(C)C)CC1 (stereo not drawn) | -3% | 12% | -4 | -2% | 3% | -3% | 1% | 4 | ?
CCNc1c(NC(C)=O)c(=O)oc2ccccc12 | 2% | 2% | 5 | -17% | 1% | -19% | 16% | -10 | 1%
CCN(CC)C(=O)Cn1cc(S(=O)(=O)CC(=O)NCc2ccc3c(c2)OCO3)c2ccccc21 | -8% | 9% | 14 | -6% | -21% | 1% | 15% | -8 | -2%
O=C1CC=Nc2ccc([N+](=O)[O-])cc21 | . | 4% | -3 | -21% | -1% | 2% | 11% | 7 | .
CCCCOc1ccc(CSc2nncn2N)cc1 | 17% | 0% | 6 | -10% | -8% | 1% | 0% | 2 | -5%
O=C(CC1C(=O)NCCN1Cc1cccc(Oc2ccccc2)c1)NCCc1ccncc1 (stereo not drawn) | 7% | 0% | -2 | -21% | 4% | 3% | -1% | -1 | 0%

Single records (already shown):
Shown for Cc1ccc(C)c(N2CCN(C(=O)c3cc(S(=O)(=O)N4CCC(C)CC4)cn3C)CC2)c1 → SW480 rereplic = .; HT1080NT lethal = .; IL1B secr inh = .; GLP1R cytotox = -3%; KB-V1 MDR tox = ?; KB-3-1 tox = ?; HT1080 IDH1KD tx = .; DRD3 agonist = 2; MCF10A rerep = .
Shown for C=CCOc1cccc(C2/C(=C(/O)c3ccc4c(c3)CC(C)O4)C(=O)C(=O)N2CCN2CCOCC2)c1 (stereo not drawn) → SW480 rereplic = ?; HT1080NT lethal = -8%; IL1B secr inh = 14; GLP1R cytotox = -3%; KB-V1 MDR tox = -17%; KB-3-1 tox = 2%; HT1080 IDH1KD tx = 24%; DRD3 agonist = -13; MCF10A rerep = 4%

More results:
SMILES | SW480 rereplic | HT1080NT lethal | IL1B secr inh | GLP1R cytotox | KB-V1 MDR tox | KB-3-1 tox | HT1080 IDH1KD tx | DRD3 agonist | MCF10A rerep
C/C(Cl)=C/CSc1nnc2n(N)c(=O)c3ccccc3n12 | -15% | 0% | 7 | 3% | 3% | -5% | 3% | -4 | -1%
O=C1[C@H]2[C@@H](C(=O)N1c1cc(Cl)cc(Cl)c1)[C@]1(C(=O)Nc3ccccc31)N1CCC[C@@H]21 | -3% | -17% | 0 | -5% | 15µM* | 1% | ? | 7 | 29%
Cc1c(NS(=O)(=O)c2ccc(NC(=O)CCC(=O)O)cc2)c(=O)n(-c2ccccc2)n1C | -2% | 19% | -71* | -18% | ? | 0% | 13% | 2 | 0%
CCC(=O)c1ccc(OC)c(OC)c1OCc1ccccc1 | -5% | -1% | -7 | 66%[activator] | -9% | -10% | -2% | 3 | -3%
CC(C)c1ccc(CN2CC(C(=O)O)CC2=O)cc1 (stereo not drawn) | -5% | -3%[9.24 µM] | 0 | 19% | 20% | 3% | -14% | -6 | -2%
CN(C)CCNC(=O)c1onc(CSc2nc3ccccc3[nH]2)c1C(=O)NCCN(C)C | -5% | 17% | 13 | 7% | ? | 8% | 10% | 12 | 3%
O=C(O)C1=NN(c2ccccc2)C(=O)C1 | -10% | 1% | 11 | -7% | ? | 5% | 8% | -2 | 0%
COc1ccccc1CC(=O)O/N=C(\N)Cc1cccc2ccccc12 | 0% | -6% | 12 | 2% | 13% | 17% | 0% | 1 | ?

Source: PubChem
